# Source: PubChem (National Center for Advancing Translational Sciences (NCATS))
# TexasRed autofl: qHTS Assay for Spectroscopic Profiling in Texas Red Spectral Region | hit rate 0.06% among 59,000 | max dye-equivalent concentration, M | Compound fluorescence, Texas Red channel, 547/618 nm; hits give high values | AID 587, 2007; in the data active = max dye-equivalent concentration above about 10 nM; inconclusive = between about 1.1 nM and that limit
#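 Spectral interference profiling: each compound concentration's relative fluorescence, read with a 547 nm excitation and 618 nm emission filter pair, was normalized to a per-plate Texas Red standard curve.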
# Hsp90 Hop PPI: qHTS Assay for Disrupters of an Hsp90 Co-Chaperone Interaction | Hsp90 C-terminal peptide / TPR2A (Hop) interaction, human | Potency, µM (top dose mostly 57 µM), without a hit: at the highest dose activity change, negative = inhibition | hit rate 0.44% among 71,000 | AlphaScreen TPR2A-His6 binding biotin-Hsp90 C-terminal peptide; active = well fitted curve in either direction with a large enough effect; inconclusive = small, poorly fitted or top-dose-only effect, or another doubt; also: potency is read from the fitted curve at half-maximal effect; % is scaled to controls: 0 for no effect and ±100 for the full control effect; many of its hits are not listed in these tables
# GFP derepression: qHTS Assay for Epigenetic Modulators | mouse C127i GFP locus derepression, cytometry, 30 h | Potency, µM (titrated, usually from 46.1 µM), for the others: at the top dose GFP derepression (activation) | hit rate 0.09% among 68,000 | AID 597, 2007; also: % of control where 0% means no effect
#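 Derepression screen: silenced CMV-GFP reporter in murine C127i cells, 30 h compound incubation at 37 C, washed cells imaged by laser-scanning cytometer to enumerate GFP-expressing objects of 20 to 120 um.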
# Rhodamine autofl: qHTS Assay for Spectroscopic Profiling in Rhodamine Spectral Region. Rhodamine-region fluorescence, 547/598 nm, Tris buffer; hits give high values. max dye-equivalent concentration, M. hit rate 0.05% among 59,000; in the data active = max dye-equivalent concentration above about 11 nM; inconclusive = between about 1.1 nM and that limit
#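 Compounds in 100 mM Tris buffer, pH 8.0, were incubated 15 min at room temperature, then read at 547 nm excitation and 598 nm emission. Fluorescence was normalized against a per-plate six-point rhodamine standard curve as dye-equivalent concentration.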
# Pol III holo inh: qHTS Assay for Inhibitors of DNA Polymerase III Holoenzyme System; Potency, µM (highest dose often 57.1 µM), without a hit: at the highest dose activity change, negative = inhibition; hit rate 0.25% among 71,000; reconstituted DNA polymerase III holoenzyme replication, biochemical; also: potency is read from the fitted curve at half-maximal effect; % is scaled to controls: 0 for no effect and ±100 for the full control effect
#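 Reconstituted *E. coli* holoenzyme (0.35 nM Pol III, 1 nM beta, 154 nM SSB, 2 nM primase) was preincubated with compound for 15 min at RT. Synthesis on 1.4 nM ssM13Gori ran 35 min, then was stopped with PicoGreen/EDTA and read as dsDNA fluorescence.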
# ALOX15 inhib: qHTS Assay for Inhibitors of 15-hLO (15-human lipoxygenase) | Polyunsaturated fatty acid lipoxygenase ALOX15 (Homo sapiens), P16050 | purified 15hLO-1, xylenol orange hydroperoxide absorbance | Potency, µM (top dose mostly 57.1 µM), for inactives: top-dose activity change, negative = inhibition, actives largely listed as inhibitors | hit rate 1.4% among 74,000; also: potency is read from the fitted curve at half-maximal effect; % is scaled to controls: 0 for no effect and ±100 for the full control effect; nearly all actives have a fitted effect of over 55% in size
# Target sequence (P16050 whole entry, looked up): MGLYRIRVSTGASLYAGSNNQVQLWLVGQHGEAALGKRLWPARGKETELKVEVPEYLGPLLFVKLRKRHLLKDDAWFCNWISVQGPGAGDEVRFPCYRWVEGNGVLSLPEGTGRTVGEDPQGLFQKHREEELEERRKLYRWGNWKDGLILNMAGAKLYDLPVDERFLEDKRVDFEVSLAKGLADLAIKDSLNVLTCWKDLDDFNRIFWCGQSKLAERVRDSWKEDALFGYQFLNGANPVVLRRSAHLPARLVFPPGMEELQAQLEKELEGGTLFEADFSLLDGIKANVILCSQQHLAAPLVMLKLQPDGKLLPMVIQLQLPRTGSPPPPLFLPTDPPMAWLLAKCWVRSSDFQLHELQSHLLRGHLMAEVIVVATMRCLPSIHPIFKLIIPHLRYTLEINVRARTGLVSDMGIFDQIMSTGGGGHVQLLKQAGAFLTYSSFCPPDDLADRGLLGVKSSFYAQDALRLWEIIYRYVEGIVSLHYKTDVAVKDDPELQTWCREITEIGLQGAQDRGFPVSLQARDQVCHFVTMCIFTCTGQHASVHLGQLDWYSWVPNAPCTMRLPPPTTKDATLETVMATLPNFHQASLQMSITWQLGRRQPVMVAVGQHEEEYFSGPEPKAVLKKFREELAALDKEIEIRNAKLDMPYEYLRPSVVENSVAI
#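 Inhibition is scored from a chromogenic endpoint. After 15 min enzyme-compound contact, arachidonic acid (50 uM final) reacts 6 min with 40 nM 15hLO-1 at room temperature, then Fe-XO reagent is added for 30 min and absorbance ratio recorded.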
# Ub-GFP proteasome: Ubiquitin-GFP Assay; Potency, µM (top dose mostly 45.9 µM), inactives show at the highest dose activation (GFP accumulation), usual class: activators; 67,000 tested, under 10 active; AID 526, 2006; Ubiquitin-GFP reporter cells, proteasome inhibition, GFP fluorescence; response scale: untreated = 0%, 10 µM MG-132 = 100%; active = well fitted activation curve with a large enough effect, not every such curve was filed as active; inconclusive = small, poorly fitted or top-dose-only effect, or another doubt; inactive = no such curve, though single readings can be large or run the other way; also: potency is read from the fitted curve at half-maximal effect
#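 U2OS Ub(G76V)-GFP reporter; O/N plating, 0.5% FBS; cpd 46 uM–2.9 nM, 4 h, 37 °C; GFP+ cell count, 488/515 nm; norm. to basal vs 10 uM MG-132; CRC fit.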
# 4MU fluor: qHTS Assay for Spectroscopic Profiling in 4-MU Spectral Region; compound autofluorescence, 340/450 nm, 4-MU equivalents; hits give high values; max dye-equivalent concentration, M; hit rate 11% among 59,000; AID 589, 2007; in the data active = max dye-equivalent concentration above about 10 nM; inconclusive = mostly about 1.1 nM to 9.6 nM
#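 Intrinsic fluorescence at 340/450 nm (ex/em) was read after 15 min at room temperature in pH 8.0, 100 mM Tris. Each compound concentration expressed as 4-MU-equivalent concentration from a six-point 4-MU standard series on each plate.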
# Fluorescein fluor: qHTS Assay for Spectroscopic Profiling in Fluorescein Spectral Region; hit rate 0.91% among 59,000; AID 593, 2007; Compound autofluorescence, 480/540 nm, fluorescein-equivalent; hits give high values; max fluorescein-equivalent concentration, M; in the data active = max fluorescein-equivalent concentration above about 10 nM; inconclusive = between about 1.1 nM and that limit
#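 First, buffer (100 mM Tris, pH 8.0) dispensed; second, compounds and fluorescein standards pinned in; third, 15 min room-temperature incubation; finally, imaging at ex 480 nm/em 540 nm. Fluorescence normalized against the six-point fluorescein curve.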
# HBB splicing: qHTS Assay for Modulators of Hemoglobin Beta Chain Splicing; HBB splicing reporter cell assay, activation; EGFP reporter with mutant IVS2-654 intron; response scale: normalised to 500 nM splice-correcting PNA; Potency, µM (top dose mostly 46.1 µM), for the others: at the top dose activation, usual class: activators; hit rate 0.06% among 65,000; AID 925, 2007; also: potency is read from the fitted curve at half-maximal effect; 0% is about no effect
#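 HeLa cells stably expressing EGFP interrupted by mutant beta-globin intron 2 (IVS2-654), 500/well in 2% FCS. Treated with compound for 2 days at 37C. Splicing correction scored as total well GFP intensity (488 nm excitation, 500-520 nm emission); 500 nM antisense PNA served as control.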
# HADH2 inhib: qHTS Assay for Inhibitors of HADH2 (Hydroxyacyl-Coenzyme A Dehydrogenase, Type II); 3-hydroxyacyl-CoA dehydrogenase type-2 (Homo sapiens), Q99714; recombinant HADH2, NADH fluorescence, beta-hydroxybutyryl-CoA; Potency, µM (doses to about 57.1 µM), inactives show at the highest dose activity change, negative = inhibition, most hits filed as inhibitors; hit rate 3.4% among 73,000; also: potency is read from the fitted curve at half-maximal effect; % is scaled to controls: 0 for no effect and ±100 for the full control effect; nearly all actives have a fitted effect of over 60% in size; many of its hits are not listed in these tables
# Target sequence (Q99714 whole entry, looked up, one chain of several): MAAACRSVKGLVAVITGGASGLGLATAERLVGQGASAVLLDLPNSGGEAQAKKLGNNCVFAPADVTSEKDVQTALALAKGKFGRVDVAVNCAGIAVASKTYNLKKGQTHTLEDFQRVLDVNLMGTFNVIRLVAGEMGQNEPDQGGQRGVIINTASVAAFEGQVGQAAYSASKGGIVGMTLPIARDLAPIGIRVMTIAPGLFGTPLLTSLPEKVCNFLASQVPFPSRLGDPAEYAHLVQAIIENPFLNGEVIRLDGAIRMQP
#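 His-tagged recombinant enzyme from E. coli, 20 nM, preincubated 15 min RT with compound; reaction started with 1 mM NAD+ and 90 uM beta-hydroxybutyryl-CoA in 100 mM Tris-HCl pH 9.0. NADH fluorescence (ex 360/em 450) read over 4 min; last-minus-first difference.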
# * = called active by the depositor; i = inactive; ? = inconclusive; / = no result given; [ ] = remark or other dose. Unless noted, calls follow the shape of the dose curve; as a rule, active = well fitted curve in the direction sought with a large enough effect; inconclusive = small, poorly fitted or top-dose-only effect, or another doubt; inactive = no such curve, though single readings can be large; an effect the other way counts as inactive or inconclusive.
SMILES,TexasRed autofl,Hsp90 Hop PPI,GFP derepression,Rhodamine autofl,Pol III holo inh,ALOX15 inhib,Ub-GFP proteasome,4MU fluor,Fluorescein fluor,HBB splicing,HADH2 inhib
CCOc1ccc(C(C)=O)cc1COc1ccc(-n2cnnn2)cc1,i,-3%,1%,i,-1%,-5%,2%,i,?,0.1%,-15%
CC(=O)N(CCP(=O)(c1ccccc1)c1ccccc1)Cc1ccco1,/,-6%,-2%,/,2%,6%,-3%,/,/,-1.8%,-1%
O=C1c2ccccc2C(=O)N1CCCOCc1c[nH]c(=O)[nH]c1=O,i,1%,0%,i,-8%,14%,1%,i,i,/,0%
CS(=O)(=O)Nc1ccc(C(=O)NCCc2ccccc2)cc1,i,0%,4%,i,0%,1%,2%,i,i,-0.7%,-3%
CSCCC(NC(N)=O)C(=O)NCC1CCCCC1 (stereo unspecified),i,-2%,3%,i,-5%,1%,6%,i,?,-0.4%,18%
O=C(Cn1c(NCCO)nc2ccccc21)NCCc1ccccc1,i,-2%,-1%,i,-6%,-11%,-2%,?,?,0.0%[57.5 µM],-1%
COc1cc(OC)c(C2=NOC(C(=O)Nc3c(C)nn(CC(=O)N4CCCC4)c3C)C2)cc1Cl (stereo unspecified),i,-4%,1%,i,-8%,1%,1%,i,i,-0.5%,-4%
CCOC(=O)c1ccc(NC(=O)CSc2nnc(Cc3cccs3)n2C)cc1,i,-3%,0%,i,5%,2%,-6%,i,i,1.1%,19%
CCc1ccc(OCC(=O)OC2CCS(=O)(=O)C2)cc1 (stereo unspecified),i,0%,0%,i,-2%,11%,4%,i,?,-3.4%,-17%
O=C1OCCC1Sc1nc2ccccc2n1Cc1ccccc1 (stereo unspecified),i,-4%,-3%,i,1%,-4%,11%,i,i,-0.5%,6%
CC(C)CN1CC2(CCN(C(=O)c3csnn3)CC2)C1,i,-3%,0%[9.22 µM],i,0%,13%,-4%,i,i,2.6%,-8%
Cc1ccc(-c2nnc(N(C)C(=O)c3ccccn3)s2)cn1,i,-4%,-1%,i,-6%,5%,1%,i,i,/,27%
COc1ccc(C2=Nn3c(nnc3-c3ccccn3)SC2)cc1,i,/,0%[20.6 µM],i,/,/,/,?,?,/,/
CCc1nnc(NC(=O)CN2CCN(c3nc(-c4ccccc4)cs3)CC2)s1,i,-11%,0%,i,3%,-2%,-3%,i,i,-0.4%[57.5 µM],-15%
COc1ccccc1NC(=O)CCNC(=O)Cn1ccc2ccccc2c1=O,i,0%,0%,i,-9%,8%,4%,?,i,0.8%,-3%
C=CCn1c(SCC(=O)NC2CCCCC2)nnc1C(C)NC(=O)c1cccs1 (stereo unspecified),i,-4%,3%,i,1%,-3%,-4%,i,i,0.3%,15%
O=C(CCCCCN1C(=O)c2ccccc2C1=O)Nc1ccc(S(=O)(=O)N2CCCCC2)cc1,i,0%,-2%,i,3%,-7%,0%,i,i,-0.5%,8%
CC(=O)Nc1ccc(S(=O)(=O)N2CCC(n3cnc4cc(F)ccc43)CC2)cc1,i,0%,-2%,i,3%,3%,-5%,1.9e-07M*,i,/,5%
Cc1cc(N(C)C)nc(SC(C)C)n1,i,-3%,0%,i,-13%,6%,2%,i,i,2.2%,0%
CCSc1nnc(Nc2ccccc2)s1,?,0%,-3%,i,-5%,-12%,6%,i,?,1.6%,-4%

# Arranged by number of heavy atoms (ascending): some entries from above.
SMILES,TexasRed autofl,Hsp90 Hop PPI,GFP derepression,Rhodamine autofl,Pol III holo inh,ALOX15 inhib,Ub-GFP proteasome,4MU fluor,Fluorescein fluor,HBB splicing,HADH2 inhib
CCSc1nnc(Nc2ccccc2)s1,?,0%,-3%,i,-5%,-12%,6%,i,?,1.6%,-4%
COc1ccc(C2=Nn3c(nnc3-c3ccccn3)SC2)cc1,i,/,0%[20.6 µM],i,/,/,/,?,?,/,/
CCOC(=O)c1ccc(NC(=O)CSc2nnc(Cc3cccs3)n2C)cc1,i,-3%,0%,i,5%,2%,-6%,i,i,1.1%,19%
COc1cc(OC)c(C2=NOC(C(=O)Nc3c(C)nn(CC(=O)N4CCCC4)c3C)C2)cc1Cl (stereo unspecified),i,-4%,1%,i,-8%,1%,1%,i,i,-0.5%,-4%

# The main list resumes, repeating the 4 entries before the break.
SMILES,TexasRed autofl,Hsp90 Hop PPI,GFP derepression,Rhodamine autofl,Pol III holo inh,ALOX15 inhib,Ub-GFP proteasome,4MU fluor,Fluorescein fluor,HBB splicing,HADH2 inhib
O=C(CCCCCN1C(=O)c2ccccc2C1=O)Nc1ccc(S(=O)(=O)N2CCCCC2)cc1,i,0%,-2%,i,3%,-7%,0%,i,i,-0.5%,8%
CC(=O)Nc1ccc(S(=O)(=O)N2CCC(n3cnc4cc(F)ccc43)CC2)cc1,i,0%,-2%,i,3%,3%,-5%,1.9e-07M*,i,/,5%
Cc1cc(N(C)C)nc(SC(C)C)n1,i,-3%,0%,i,-13%,6%,2%,i,i,2.2%,0%
CCSc1nnc(Nc2ccccc2)s1,?,0%,-3%,i,-5%,-12%,6%,i,?,1.6%,-4%
CCN(CC)CCN1C(=O)C(O)=C(C(=O)c2cccs2)C1c1ccc(C)o1 (stereo unspecified),?,-2%,-3%,i,-2%,-8%,3%,i,i,0.2%,-21%
COc1ccc(OC)c(NC(=O)Nc2ccccc2C)c1,/,-6%,-4%,/,-6%,3%,23%,/,/,2.0%,-2%
N#CCCCSc1ncccc1-c1nc2ccccc2[nH]1,i,0%,-1%,i,-3%,-3%,0%,?,i,/,-19%
COC(=O)c1cc(NC2c3ccccc3C(=O)N2c2ccc(Cl)cn2)cc(C(=O)OC)c1 (stereo unspecified),/,1%,/,/,4%,6%,13%,/,/,-0.5%,-4%
O=c1[nH]cnc2sc3c(c12)CCCC3,i,-5%,-2%,i,3%,-2%,-4%,?,i,1.8%,-4%
O=C(O)c1cc(Cl)c(Cl)cc1C(=O)N1CCOCC1,/,-1%,0%,/,0%,16%,-12%,/,/,0.0%[9.22 µM],5%
O=C1NC(=O)C2(CCc3ccccc32)N1 (stereo unspecified),?,-2%,0%,i,-3%,-4%,1%,i,?,-1.1%,0%
CCCc1c(OCCCOc2ccc(OCC(=O)O)cc2)ccc(CC=O)c1O,/,-2%,1%,/,-12%,-17%[25.6 µM],-3%,/,/,/,-4%
CN(C(=O)c1ccc2c(=O)n3c(nc2c1)CCCCC3)c1ccccc1,i,0%,0%,i,1%,3%,0%,i,?,-4.8%,-4%
O=C(Nc1cccc(C(=O)N2CCCC2)c1)c1ccccc1,i,-8%,0%,i,-13%,-3%,12%,i,i,0.0%,4%
CCc1c(C)nc(SCC(=O)Nc2cccc(Br)c2)[nH]c1=O,i,1%,-2%,i,0%,1%,14%,i,?,-1.6%,-11%
CCCCc1c(O)nc(SCC(=O)NCC2CCCO2)[nH]c1=O (stereo unspecified),i,0%,-1%,i,-7%,11%,-3%,i,i,1.3%,-13%
Cc1ccc(S(=O)(=O)N[C@H](C(=O)O)C(C)C)cc1,i,0%[11 µM],-1%[9.22 µM],i,-7%[11.4 µM],0%[11.4 µM],-3%[9.17 µM],i,i,1.7%[9.22 µM],13%[11.4 µM]
CCN(CC)CCN1C(=O)C(=O)/C(=C(/O)c2ccc(C)cc2)C1c1ccncc1 (stereo unspecified),/,-4%,2%,/,8%,9%,5%,/,/,-2.0%,-1%
Cc1cc(-c2nnc3n2N=C(C(C)(C)C)CS3)n[nH]1,i,-5%,2%,i,-3%,-9%,/,i,?,3.0%[0.369 µM],-27%
COc1ccc(C(=O)Nc2ccccc2C(=O)NC(C(=O)NCc2ccco2)C(C)C)cc1 (stereo unspecified),i,?,4%,i,-1%,-3%,3%,i,i,/,20%

# Only part of the results is shown (hit frequency here may not be typical).
